# M1 ag parental – M1 agonist counterscreen hit in parental CHO-K1 cells | Fluo-8 calcium fluorescence; scaled to maximal ATP response, vehicle zero | 360,000 tested, 0.48% active | activation, % at 3 µM | AID 602248; in the data active means activation above about 15%;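 further: untransfected CHO-K1 host cells lacking M1 receptor as counterscreen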
# TAAR1 antag – antagonists of human TAAR1. Q96RJ0. CHO RD-HGA16 TAAR1, Fluo-8 calcium fluorescence, antagonist. inhibition, % at 3 µM. 360,000 tested, 1.5% active;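 active means inhibition above a per-plate cutoff, the mean inhibition of test compounds on that plate plus 3 SD, cut at about 49% in these data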;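 further: 0% = DMSO plus EC80 beta-PEA response and 100% = DMSO alone without agonist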
#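 Test system – hTAAR1-expressing CHO RD-HGA16 cells, Gα16-coupled · Reagent – β-PEA at EC80 concentration, post-compound challenge · Compound dosing – 3 µM, single point · Timing – 140 s kinetic read after compound, 140 s after agonist · Detection – Fluo-8 intracellular calcium dye fluorescence, real-time kinetic reads · Control set – DMSO and EC80 PEA controls · Repeats – n of 1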
# M1 PAM parental – nonselective activator or artifact in parental CHO-K1 calcium assay. activation, % at 3 µM. 360,000 tested, 0.02% active. ATP EC20, Fluo-8 calcium fluorescence; 0% at ATP EC20, 100% at ATP max;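 active means activation above the run cutoff, the mean activation of all test compounds plus 3 SD, cut at about 40% in these data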;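 further: peak over basal fluorescence ratio in a 140 s read after ATP addition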
# GPR7 antagonist – blocks human GPR7 receptor signaling | GPR7-expressing cells, fluorescence antagonist assay | inhibition, % at 4.4 µM | 290,000 tested, 1.1% active; in the data active means inhibition above about 16%, passing the limit was not always enough;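 further: cells stimulated with the agonist NPW; 0% = agonist with vehicle and 100% = vehicle without agonist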
# V1aR counter – counter-screen for oxytocin receptor agonists: human V1a receptor agonists. P37288. CHO-V1R cells, Fluo-8 calcium fluorescence, agonist mode; 0% DMSO, 100% 3 nM vasopressin. activation, % at 3 µM. 320,000 tested, 0.25% active. AID 2797;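 active means activation above the mean activation of all tested compounds plus 3 SD, per screening run, cut at about 20% in these data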;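 further: signal is peak over basal fluorescence ratio across a 100 second FLIPR read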
# Target sequence (P37288 whole entry, looked up): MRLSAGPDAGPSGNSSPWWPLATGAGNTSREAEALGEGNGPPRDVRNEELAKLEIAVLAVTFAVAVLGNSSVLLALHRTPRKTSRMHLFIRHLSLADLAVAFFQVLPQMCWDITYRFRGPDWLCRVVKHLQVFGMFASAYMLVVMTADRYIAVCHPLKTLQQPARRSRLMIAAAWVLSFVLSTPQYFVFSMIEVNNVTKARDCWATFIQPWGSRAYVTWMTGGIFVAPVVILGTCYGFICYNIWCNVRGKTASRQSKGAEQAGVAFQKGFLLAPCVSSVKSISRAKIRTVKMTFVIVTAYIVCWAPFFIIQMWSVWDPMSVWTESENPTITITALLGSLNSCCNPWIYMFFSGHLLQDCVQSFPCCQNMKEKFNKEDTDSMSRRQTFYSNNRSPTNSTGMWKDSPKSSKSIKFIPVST
# OXTR agonist – human OXTR agonism. CHO-OTR cells, Fluo-8 calcium fluorescence; normalized: DMSO 0%, oxytocin 100%. activation, % at 3 µM. 320,000 tested, 0.32% active. P30559;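 active means activation above the mean of all tested compounds plus 3 SD, cutoff set per screening run, cut at about 20% in these data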;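 further: peak over basal fluorescence ratio from a 100 s FLIPR kinetic read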
# Target sequence (P30559 whole entry, looked up): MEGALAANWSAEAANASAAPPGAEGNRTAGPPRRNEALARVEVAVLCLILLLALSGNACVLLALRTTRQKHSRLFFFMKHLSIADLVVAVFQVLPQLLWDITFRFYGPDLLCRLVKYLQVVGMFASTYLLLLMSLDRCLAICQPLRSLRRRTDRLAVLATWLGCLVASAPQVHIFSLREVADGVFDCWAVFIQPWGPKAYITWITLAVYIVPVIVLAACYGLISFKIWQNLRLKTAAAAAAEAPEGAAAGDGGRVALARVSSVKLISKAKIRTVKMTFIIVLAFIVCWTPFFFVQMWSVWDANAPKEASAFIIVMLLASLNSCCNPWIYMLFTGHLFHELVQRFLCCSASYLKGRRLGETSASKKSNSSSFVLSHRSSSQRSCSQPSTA
# OXTR potentiate – potentiators of human oxytocin receptor. P30559. CHO-OTR cells, Fluo-8 calcium fluorescence, potentiator mode; 0% = oxytocin EC15, 100% = EC100. activation, % at 3 µM. 320,000 tested, 0.061% active;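 active means activation above that plate's cutoff, the mean activation of tested compounds plus 3 SD, cut at about 6.6% in these data, passing the limit was not always enough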;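 further: 100% uses oxytocin at 75 nM as the full agonist control; some results filed as inactive read as strong as hits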
#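 System: human OTR in CHO cells; Also added: sub-maximal oxytocin, roughly EC15; Timing: compound 6 min at room temperature before oxytocin, 100 s read; Technique: Fluo-8 intracellular calcium fluorescence, ex 470-495, em 515-575 nm; Controls: oxytocin EC15 low and EC100 high; Replication: singlicate.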
# CHO-K1 Ca antag – nonselective inhibitor or artifact in parental CHO-K1 cells | AID 602250 | ATP-induced calcium, Fluo-8 fluorescence | inhibition, % at 3 µM | 360,000 tested, 0.6% active;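 active means inhibition above a per-plate cutoff, the plate's mean sample inhibition plus 3 SD, cut at about 24% in these data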;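 further: 0% = DMSO plus EC80 ATP and 100% = DMSO alone without ATP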
# CHO parental Ca – counter-screen: ATP calcium response change in parental CHO cells. parental CHO-K1, ATP-induced calcium, Fluo-8 fluorescence. inhibition, % at 5.6 µM. 330,000 tested, 0.63% active;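 active means inhibition above that plate's mean sample inhibition plus 3 SD, cut at about 26% in these data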;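 further: 0% = ATP-challenged DMSO wells and 100% = DMSO wells without ATP; some compounds past the cut are filed as inactive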
#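 Material: parental CHO cells / Compound: single nominal dose of 5.6 µM per compound / Signal: Fluo-8 fluorescence / Replicates: singlicate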
# Active calls of the source: *; · = no result given.
# Every second line gives: OXTR agonist, CHO-K1 Ca antag, M1 PAM parental, CHO parental Ca, V1aR counter, M1 ag parental, TAAR1 antag, OXTR potentiate, GPR7 antagonist
COc1ccccc1C(=O)NCCC(=O)Nc1cccnc1
  0.2, -15, 12, 10, 0.2, 0.6, 7, 0, -16
CCOC(=O)N1CCC(NC(=O)CCC(=O)N2CC(C)Oc3ccc(C)cc32)CC1 (stereo unspecified)
  -1.2, -11, 14, -4, 1.2, 0.5, 12, -14, 0
COc1ccc(NS(=O)(=O)c2cccc(C(=O)NNC(=O)CNC(=O)c3ccc(C)cc3)c2)cc1
  -0.9, -15, 7, -18, -0.1, 0.9, -14, -5, ·
Cc1ccc(Oc2ccc(OCC(=O)OC3CCS(=O)(=O)C3)cc2)cc1 (stereo unspecified)
  25*, ·, ·, 7, 16, ·, ·, -16, -4
CCOc1cc(/C=C(\C#N)C(N)=O)ccc1OCc1c(C)no[n+]1[O-]
  0.4, -8, 4, -11, 0.3, 0.8, 2, -5, -20
O=C(CN1CCC(NC(=O)C2CCCCC2)CC1)Nc1ccccc1
  ·, -9, 13, ·, ·, -0.2, 12, ·, ·
COc1ccccc1C(=O)NC(=O)COC(=O)Cn1[nH]c(=O)c2ccccc2c1=O
  -0.2, 23, -27, -3, 1.8, 1.3, -7, 1, ·
O=C(NC1CCN(Cc2ccccc2)CC1)c1ccccc1Cl
  0.3, 8, -25, -3, 1.1, -0.1, -6, -1, -14
C[C@@H](NC(=O)c1nc[nH]c1C(=O)N[C@@H](Cc1ccccc1)C(=O)OCc1ccccc1)c1ccccc1
  2.0, 1, -19, 12, 0.5, 0.0, 18, -14, -23
Cc1ccc2c(nc3s/c(=C\c4ccc(-c5ccccc5C(=O)O)o4)c(=O)n32)c1C
  3.2, -4, 7, 0, 2.9, 0.8, -13, -11, 16
Cc1cccc(N2CCN(C(=O)C3CCC(CNS(=O)(=O)c4cccs4)CC3)CC2)c1C (stereo unspecified)
  1.5, -23, 8, -15, 3.4, 2.5, -8, -12, -7
CC(=O)N1c2ccc(S(=O)(=O)N3CCC(C(=O)Nc4ccc(F)cc4)CC3)cc2CC1C (stereo unspecified)
  6.3, -9, 8, 0, 10, 11, 15, -9, -4
CC(C)c1cc(N2CCN(C(=O)c3ccco3)CC2)n2c(nc3ccccc32)c1C#N
  -0.3, -2, 15, -20, -0.7, 0.9, 29, -2, 25*
CCN(CC)C(=O)c1csc(Nc2cccc3ccccc23)n1
  -2.2, 1, 11, -26, -0.3, -0.1, -14, -21, 0
COc1ccc(-n2ncc3c2CC(C)(C)CC3NC(=O)CCn2nc(C)cc2C)cc1 (stereo unspecified)
  -1.2, -18, 8, -24, 1.2, 0.2, -8, -7, -11
COc1cc(C(=O)Nc2nc3ccccc3[nH]2)ccc1OC(F)F
  5.5, -2, 4, -2, 5.7, 7.3, -4, -9, -2
CC(=O)Nc1cccc(NC(=O)c2ccc3[nH]c(C)c(C)c3c2)c1
  2.2, -4, -7, -1, 5.0, 2.7, 27, -3, 0
CC(C)(C)c1ccc(CC(=O)N2CCC2(C)C(=O)Nc2cccc3c2CCCC3)cc1 (stereo unspecified)
  ·, -17, 20, ·, ·, 0.3, 13, ·, ·
CCN(Cc1ccncc1)C(=O)CCc1nnc(CCc2ccccc2OC)o1
  -0.7, 7, 10, -15, -0.7, 1.2, 11, -11, 8
COCCCNC(=S)Nc1cc2oc3ccccc3c2cc1OC
  ·, 10, -14, ·, ·, 0.1, -3, ·, -1
CC(C)Oc1ccc(/C(O)=C2/C(=O)C(=O)N(CCN3CCNCC3)C2c2cccc([N+](=O)[O-])c2)cc1 (stereo unspecified)
  0.3, -8, 7, -9, 0.7, 0.1, -15, -4, -1
CC1CN(C(=O)Cn2cc(S(=O)(=O)CC(=O)N3CCOCC3)c3ccccc32)CC(C)O1 (stereo unspecified)
  -0.5, -9, 14, -10, -0.7, 0.6, ·, -7, -9
Nc1nc(SCc2ccccc2)c2[nH]cnc2n1
  0.9, -2, 0, -11, 1.7, -0.3, -5, -5, -6
CS(=O)(=O)c1nc(-c2ccco2)cc(C(F)(F)F)n1
  -0.5, ·, ·, 9, -0.5, ·, ·, -5, 15*
COc1ccc(C/C(N)=N/O)cc1
  -0.5, -4, 24, -8, 0.1, 2.4, -2, -5, -6
CCOC(=O)c1cnc2c(cnn2C)c1NCc1ccc(OC)cc1
  -1.8, -4, 9, -8, -0.8, 4.2, 9, -17, -6
COc1ccc(-c2nc(CS(=O)CC(=O)NCc3ccccn3)c(C)o2)cc1 (stereo unspecified)
  -0.1, -5, 18, -9, 0.7, 0.6, ·, 1, -8
O=C(N/N=C/C(Cl)=C\c1ccccc1)c1ccco1
  0.4, 0, -3, 7, 0.6, 0.4, 18, -3, -2
N#CCCS(=O)(=O)c1ccc(N)cc1
  0.8, -11, 24, -3, 1.6, 0.8, -2, -3, -7
CCCCNc1c(-c2ccc(OC)c(SC(C)CC)c2)nc2ccc(Cl)cn12 (stereo unspecified)
  -1.4, -12, 6, -12, -0.6, 0.3, 23, -4, ·
C=C(CC[C@@H](O)C(C)(C)O)[C@H]1CC[C@]2(C)[C@@H]1CCC1[C@@]3(C)CCC(=O)C(C)(C)C3CC[C@]12C (stereo partly specified)
  1.2, -12, 9, -14, -0.3, -0.2, 5, -9, ·
O=C(NCc1ccccc1Br)C1CCCO1 (stereo unspecified)
  0.0, -3, 5, -8, 0.3, 1.7, -12, 1, -22
CN1CCN(CCCNC(=O)C2CCN(c3nnc(-n4cccc4)s3)CC2)CC1
  0.7, -2, 7, 5, 0.8, 0.6, -3, -13, 2
CCC(=O)Nc1cccc(C(=O)N(Cc2ccccc2)Cc2ccccc2)c1
  ·, 5, -13, ·, ·, 3.0, 22, ·, -20
COc1ccc(CCN(C)C(=O)c2ccc(OCC(=O)N3CCOCC3)c(OC)c2)cc1OC
  0.7, -2, 10, -4, -0.6, 10, -33, -9, -12
O=C(CSc1nc2ncccc2[nH]1)c1cccc([N+](=O)[O-])c1
  -0.9, -6, 15, -13, -0.3, 0.8, -16, -4, -3
CC(Oc1coc(CN2CCN(C(=O)c3ccco3)CC2)cc1=O)c1ccccc1 (stereo unspecified)
  -0.2, -1, 11, -5, -0.8, 1.3, -18, -7, ·
COCCNC(=O)CSc1nc2ccccc2c(=O)n1-c1cccc(OC)c1
  -0.9, -4, 22, -19, 0.3, 11, 16, -6, 0
CCC(CC)C(=O)c1c[nH]c(C(=O)NCCc2ccccn2)c1
  -0.2, 2, 3, -13, -0.1, 0.9, 2, -5, -14
CN(C)CC(=O)c1c[nH]c2ccccc12
  0.6, 8, 12, 2, 1.7, 0.2, 16, -6, 3

# Part of the list above, bar-delimited:
structure | OXTR agonist | CHO-K1 Ca antag | M1 PAM parental | CHO parental Ca | V1aR counter | M1 ag parental | TAAR1 antag | OXTR potentiate | GPR7 antagonist
CN1CCN(CCCNC(=O)C2CCN(c3nnc(-n4cccc4)s3)CC2)CC1 | 0.7 | -2 | 7 | 5 | 0.8 | 0.6 | -3 | -13 | 2
CCC(=O)Nc1cccc(C(=O)N(Cc2ccccc2)Cc2ccccc2)c1 | · | 5 | -13 | · | · | 3.0 | 22 | · | -20

# More structures.
# Every second line gives: OXTR agonist, CHO-K1 Ca antag, M1 PAM parental, CHO parental Ca, V1aR counter, M1 ag parental, TAAR1 antag, OXTR potentiate, GPR7 antagonist
N#Cc1cc([N+](=O)[O-])ccc1NCCN1CCOCC1
  1.2, 11, -7, -5, 0.2, 0.1, 5, -8, -1
COC(=O)c1sccc1NC(=O)CC1NCCNC1=O (stereo unspecified)
  -0.8, 3, -19, 4, 1.5, 0.1, -10, -7, 2
COc1ccc(N(CC(=O)NCc2ccc3c(c2)OCO3)C(=O)CCC(=O)Nc2ccccn2)cc1
  -1.2, 7, -11, 0, 1.7, 0.6, 12, -10, 0
C[C@]12c3[nH]c4cc(-c5ccco5)ccc4c3CCN1C(=O)[C@@H](CC(=O)NCCC1=CCCCC1)C[C@@H]2C(=O)N1CCCCC1
  ·, 4, 1, -25, ·, -0.1, -17, ·, ·
CCN(CC)S(=O)(=O)c1ccc(C(=O)OCC(=O)Nc2sc3c(c2C#N)CCCCC3)cc1
  -0.2, -15, 24, -12, -0.1, 1.2, -23, -7, -3
COCCCNc1nc2c(-c3cccc(C)c3)nnn2c2ccc(Cl)cc12
  0.3, -2, -6, -28, -0.8, 0.6, 3, -6, 12
CC1(C)Cc2ccccc2-c2nnc(SCc3ccc(C#N)cc3)n21
  -1.9, -1, -4, -14, 0.5, 3.0, 13, -2, 3
CCOCCCNC(=O)C1CCC(=O)N1CCc1ccccc1 (stereo unspecified)
  -1.0, 12, -5, -2, 0.3, 0.3, 7, 1, -8
CN(CCO)c1cnccn1
  0.6, 9, 12, 0, 1.0, 0.2, 3, -5, -3
CCC(=O)N1c2ccccc2NC2=C(C(=O)CCC2)C1c1ccc(N(C)C)cc1 (stereo unspecified)
  0.1, -10, 17, -13, -0.1, 1.0, 10, -11, -6
CC(C)(C)c1csc(NC(=O)c2ccccc2O)n1
  13, 5, -4, 14, 16, 13, 32, -17, 14
COc1ccc(CCCNC(=O)C2(C)Cc3c(-c4cccc(C(N)=O)c4)ccnc3O2)cc1 (stereo unspecified)
  ·, -8, -10, ·, ·, 6.0, 22, ·, ·
COc1ccc(CNC(=O)N2CCN(S(=O)(=O)c3ccccc3)CC2)cc1
  0.9, 1, 6, -11, 0.7, 0.4, -5, -10, 9
CCCOC(=O)c1c(NC(=O)CSc2nc(-c3ccco3)cc(C(F)(F)F)n2)sc(C(=O)OC)c1C
  -0.3, -10, 18, -15, 0.2, 0.8, 7, -6, -6

# 9 entries from above, reformatted:
structure	OXTR agonist	CHO-K1 Ca antag	M1 PAM parental	CHO parental Ca	V1aR counter	M1 ag parental	TAAR1 antag	OXTR potentiate	GPR7 antagonist
N#Cc1cc([N+](=O)[O-])ccc1NCCN1CCOCC1	1.2	11	-7	-5	0.2	0.1	5	-8	-1
COC(=O)c1sccc1NC(=O)CC1NCCNC1=O (stereo unspecified)	-0.8	3	-19	4	1.5	0.1	-10	-7	2
COc1ccc(N(CC(=O)NCc2ccc3c(c2)OCO3)C(=O)CCC(=O)Nc2ccccn2)cc1	-1.2	7	-11	0	1.7	0.6	12	-10	0
C[C@]12c3[nH]c4cc(-c5ccco5)ccc4c3CCN1C(=O)[C@@H](CC(=O)NCCC1=CCCCC1)C[C@@H]2C(=O)N1CCCCC1	·	4	1	-25	·	-0.1	-17	·	·
CCN(CC)S(=O)(=O)c1ccc(C(=O)OCC(=O)Nc2sc3c(c2C#N)CCCCC3)cc1	-0.2	-15	24	-12	-0.1	1.2	-23	-7	-3
COCCCNc1nc2c(-c3cccc(C)c3)nnn2c2ccc(Cl)cc12	0.3	-2	-6	-28	-0.8	0.6	3	-6	12
CC1(C)Cc2ccccc2-c2nnc(SCc3ccc(C#N)cc3)n21	-1.9	-1	-4	-14	0.5	3.0	13	-2	3
CCOCCCNC(=O)C1CCC(=O)N1CCc1ccccc1 (stereo unspecified)	-1.0	12	-5	-2	0.3	0.3	7	1	-8
CN(CCO)c1cnccn1	0.6	9	12	0	1.0	0.2	3	-5	-3

# Source: PubChem BioAssay (The Scripps Research Institute Molecular Screening Center)
